TEAD-YAP inh = TEAD-YAP interaction inhibition, primary screen, TEAD-YAP interaction inhibitor project, luminescence, HEK-TIYL cells; TEAD-Gal4/YAP UAS-luciferase luminescence; inhibition, % at 9.12 µM; 640,000 tested, 1.4% active; in the data active means inhibition above about 32%;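 further: 0% = median of test compound wells and 100% = reference inhibitor wells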
GPR151 ag = activators of human GPR151, primary screen, cell-based, PathHunter beta-arrestin, luminescence; G-protein coupled receptor 151 (Homo sapiens), Q8TDV0; PathHunter beta-arrestin GPR151 cells; activation, % at 11.2 µM; 650,000 tested, 1% active; in the data active means activation above about 4.9%;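 further: 0% = median of compound wells and 100% = cells with positive control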
FBW7 act = FBW7 E3 ligase activators, primary screen, biochemical, AlphaScreen, human | normalized activity (activation), % at 26.1 µM | AlphaScreen FBW7–phospho-cyclin E peptide binding, activator screen | 650,000 tested, 0.13% active | F-box/WD repeat-containing protein 7 (Homo sapiens), Q969H0; in the data active means normalized activity above about 1.9%;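 further: purified mutant Fbw7 with reduced substrate affinity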
MITF primary = MITF inhibitors, primary screen, biochemical, AlphaScreen, human | inhibition, % at 2.6 µM | 650,000 tested, 0.91% active | Microphthalmia-associated transcription factor (Homo sapiens), O75030 | AlphaScreen MITF homodimerization, bead proximity signal; in the data active means inhibition above about 50%;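 further: 0% = vehicle wells with protein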
Target sequence (O75030 whole entry, looked up): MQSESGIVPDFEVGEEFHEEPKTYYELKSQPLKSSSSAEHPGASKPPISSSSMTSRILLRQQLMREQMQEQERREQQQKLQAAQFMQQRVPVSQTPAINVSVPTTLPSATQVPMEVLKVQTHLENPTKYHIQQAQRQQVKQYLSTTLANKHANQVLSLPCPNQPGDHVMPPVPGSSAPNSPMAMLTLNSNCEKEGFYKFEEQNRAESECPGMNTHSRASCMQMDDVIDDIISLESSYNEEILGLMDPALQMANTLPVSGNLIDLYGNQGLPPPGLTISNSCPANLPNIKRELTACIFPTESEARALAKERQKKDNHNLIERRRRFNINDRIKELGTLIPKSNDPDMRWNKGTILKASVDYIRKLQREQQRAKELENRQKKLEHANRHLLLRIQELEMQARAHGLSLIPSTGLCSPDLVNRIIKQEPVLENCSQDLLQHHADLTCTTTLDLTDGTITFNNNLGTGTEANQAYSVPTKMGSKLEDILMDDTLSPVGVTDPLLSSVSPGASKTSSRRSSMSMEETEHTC
* = called active by the depositor. The order is random; about 3.4% have a hit in one of these screens.

nr | smiles | TEAD-YAP inh | GPR151 ag
1 | O=C(O)C1CC(=O)N(c2ccc(Oc3ccc(C(F)(F)F)cc3[N+](=O)[O-])cc2)C1 (stereo not given) | -5.6 | 2.7
2 | COc1ccc(/C=C/C(=O)Nc2sc(C)c(C)c2C(N)=O)cc1 | -29.7 | -0.8
3 | Cc1noc(C)c1-c1nc(NCCO)c2[nH]cnc2n1 | 0.3 | -3.2
4 | CC(C)(C)NC(=O)c1ccc2ccccc2c1 | -29.8 | 0.0
5 | CCC(=O)N1c2cc(C)ccc2C(=C2SC(C(=O)OC)=C(C(=O)OC)S2)C(=S)C1(C)C | -8.7 | 0.4
6 | Cc1ccc(N)cc1NC(=O)c1ccco1 | -0.7 | -0.8
7 | O=C1S/C(=C/c2ccco2)C(=O)N1Cc1cccc([N+](=O)[O-])c1 | -4.5 | 1.2
8 | COC(=O)c1ccc(Nc2ncnc(N)c2[N+](=O)[O-])cc1 | -2.4 | -1.2
9 | C/C(=N\NC(=O)c1ccccn1)c1ccccc1Cl | -20.1 | -2.0
10 | CCCn1c(CCC(=O)Nc2cccc(SC)c2)nc2cccnc21 | -3.2 | 0.5
11 | O=c1cc(C(F)(F)F)oc2ccc(Cl)c([N+](=O)[O-])c12 | -5.1 | -0.5
12 | CCOc1ccc(N(CC(=O)NC(C)(C)CC)C(=O)CCC(=O)Nc2ccccn2)cc1 | 1.7 | 0.9

nr | FBW7 act | MITF primary
1 | 0.1 | -23.6
2 | 0.1 | 3.9
3 | 0.0 | -2.4
4 | 0.1 | 8.2
5 | 0.0 | 6.5
6 | 0.1 | -0.5
7 | 0.1 | 1.4
8 | -0.1 | 3.0
9 | -0.1 | 4.5
10 | -0.1 | -1.6
11 | -0.1 | 6.7
12 | 0.0 | 0.5

Further structures follow:
nr | smiles | TEAD-YAP inh | GPR151 ag
13 | CC(C)Cn1c(=O)[nH]c2ncc(-c3cccc(N(C)C)c3)nc21 | 6.9 | 1.2
14 | C=C(C)Cn1c(=O)c2c(nc3n(CCOC)c(C)c(C)n23)n(C)c1=O | 1.9 | 2.4
15 | COc1cccc(/C=N/Nc2nc3c(=O)[nH]c(N)nc3n2C2OC(CO)C(O)C2O)c1O (stereo not given) | -36.4 | -2.2
16 | NC(=O)COc1ccc(Nc2nnc(-c3ccc(Cl)cc3)c3ccccc23)cc1 | 2.2 | 1.1
17 | COc1cccc([C@@H]2C[C@H](C(=O)Nc3ccc4c(c3)OCO4)N(C)S(=O)(=O)N2)c1 | -14.9 | -1.1
18 | COc1cc(C(=O)N2CCC3(CC2)Nc2ccccc2-n2cccc23)cc(OC)c1OC | -8.4 | 2.1
19 | Cc1c(CN2CC3(C)CC2CC(C)(C)C3)c(=O)n(-c2ccccc2)n1C (stereo not given) | 5.3 | 0.5
20 | Cc1ccc2nc(Nc3nc(C)c4ccccc4n3)[nH]c(=O)c2c1 | -27.5 | 0.3
21 | Cc1ccc(N(CCC#N)C(=O)CCl)cc1 | 76.6* | 4.4
22 | CC1(C)CC(=O)C(N=Nc2cccc(S(=O)(=O)N3CCOCC3)c2)=C(O)C1 | 12.3 | -0.2
23 | Cc1nn(-c2ccccc2)c(Cl)c1/C=C1\C(=O)N(C)C(=S)N1C | -10.0 | 0.0
24 | CNC(=O)C1Cc2ccccc2CN1S(=O)(=O)c1cccs1 (stereo not given) | -4.2 | -0.7

nr | FBW7 act | MITF primary
13 | -0.1 | 7.9
14 | 0.1 | -7.4
15 | 0.2 | -5.1
16 | 0.0 | 10.4
17 | -0.1 | 1.2
18 | 0.0 | 12.0
19 | 0.5 | 18.2
20 | -0.1 | -12.9
21 | -0.1 | 10.4
22 | 0.2 | 21.8
23 | -0.3 | -5.0
24 | 0.0 | -4.2

Next records.
nr | smiles | TEAD-YAP inh | GPR151 ag
25 | O=C(c1ccc2c(=O)n(Cc3ccc4c(c3)OCO4)c(=S)[nH]c2c1)N1CCN(c2ccc(F)cc2)CC1 | -1.6 | 0.7
26 | O=C(c1sc2ccccc2c1Cl)N1CCCc2ccccc21 | -22.9 | -1.4
27 | CN(C)c1ccc(C(=O)Cc2ccccc2)cc1 | -35.8 | -2.5
28 | CCOc1ccc(C(=O)Nc2sc3c(c2-c2nc4ccccc4s2)CCN(CC)C3)cc1 | -5.2 | 0.8
29 | Cc1cc(C)n(-c2cccc(CN3CCN(C4CCN(C(C)C)CC4)C(CCO)C3)c2)n1 (stereo not given) | -2.4 | 1.5
30 | CCN1CCN(C(=O)c2nc(-c3cccnc3)no2)CC1 | -2.5 | 0.1
31 | Cc1cc(C)c2[nH]c(=O)c(CN(CCCO)C(=O)NC3CCCCC3)cc2c1 | 6.0 | 1.2
32 | c1cc(-c2noc(NC3CCCCC3)n2)ccn1 | -28.3 | -1.5
33 | CC1=C(C(=O)Nc2ccccc2)C(c2cccc(O)c2)n2nc(C(F)(F)F)nc2N1 (stereo not given) | -2.3 | 0.6
34 | Fc1ccc(COc2cccc(CNCc3cccnc3)c2)cc1 | 4.8 | 0.8
35 | CC(=O)c1ccc(/C=C2/SC(=S)N(C)C2=O)o1 | 8.7 | -2.1
36 | Cc1ccc(C2CC(C(F)(F)F)n3nc(C(=O)Nc4cc(Cl)ccc4Cl)c(Cl)c3N2)cc1 (stereo not given) | 6.4 | 1.7

nr | FBW7 act | MITF primary
25 | -0.1 | -12.3
26 | 0.2 | 13.6
27 | -0.1 | 4.3
28 | -0.1 | -20.6
29 | -0.1 | -7.6
30 | 0.0 | -10.4
31 | -0.1 | 2.1
32 | -0.1 | -14.4
33 | 0.1 | 16.3
34 | -0.4 | 10.1
35 | -0.1 | -6.9
36 | 0.0 | 2.2

The list goes on:
nr | smiles | TEAD-YAP inh | GPR151 ag
37 | O=C(NCC1CCN(S(=O)(=O)c2ccc(Cl)cc2)CC1)c1cccs1 | -0.6 | 3.0
38 | CCc1cc(C(=O)COc2ccc(F)cc2)c(O)cc1O | -44.6 | 1.0
39 | COc1ccc(NC(=O)CSc2nnc(-c3ccoc3C)n2CC(C)C)c(OC)c1 | -5.8 | 0.7
40 | CC1CCc2c(sc(NC(=O)c3ccccc3F)c2C(=O)NC(C)c2ccccc2)C1 (stereo not given) | -11.2 | 0.4
41 | COc1cccc(-c2cccc(NC(=O)C3CCN(Cc4ccc(CO)o4)CC3)c2)c1 | 9.3 | -1.0
42 | COc1ccc(-c2csc(NC(=O)c3ccccc3OC)n2)cc1 | -1.1 | -0.3
43 | CC(=O)N(CCC1(c2ccccc2)CCOC(C)(C)C1)Cc1ccc(N(C)C)cc1 (stereo not given) | -16.9 | -1.6
44 | CC(=O)c1cc(CN2CCC(N3CCC(C(=O)N4CCOCC4)CC3)CC2)cs1 | 8.7 | -1.5
45 | CCOc1cc(/C=C2\SC(NC(C)=O)=NC2=O)cc(Cl)c1OC(C)=O | -8.0 | 0.4
46 | Cc1ccc(NC(=O)CN(C)C(=O)c2cccc(Br)c2)cc1 | 2.7 | 4.1
47 | Cc1ccc(CNC(=O)CCN2Cc3cc(Cl)ccc3OC(C)C2)o1 (stereo not given) | -20.2 | 0.0
48 | COc1ccccc1CN(Cc1cc2cc(C)ccc2n2nnnc12)C(=O)c1cccs1 | 6.8 | 0.6
49 | COc1nc(NCc2ccccc2)nc(-c2cccc(C(C)=O)c2)n1 | -21.8 | -0.5
50 | O=C(Nc1ccccc1)c1ccc2nc(N3CCCC3CO)sc2c1 (stereo not given) | -31.3 | -1.8
51 | COc1ccc(Nc2nccn3c(-c4cccc(C(=O)NCCO)c4)cnc23)cc1 | 15.6 | -5.4

nr | FBW7 act | MITF primary
37 | -0.1 | -8.4
38 | 0.0 | -0.8
39 | 0.1 | 12.9
40 | 0.0 | -7.4
41 | 0.0 | 4.8
42 | 0.2 | -2.1
43 | -0.1 | 15.3
44 | 0.1 | 6.2
45 | 0.0 | -2.2
46 | 0.1 | -2.5
47 | 0.0 | 5.6
48 | 0.1 | 12.2
49 | 0.0 | -14.6
50 | 0.2 | 6.6
51 | 0.9 | -1.6

Of the compounds above, 8 contain fluorine.
nr | smiles | TEAD-YAP inh | GPR151 ag
1 | O=C(O)C1CC(=O)N(c2ccc(Oc3ccc(C(F)(F)F)cc3[N+](=O)[O-])cc2)C1 (stereo not given) | -5.6 | 2.7
11 | O=c1cc(C(F)(F)F)oc2ccc(Cl)c([N+](=O)[O-])c12 | -5.1 | -0.5
25 | O=C(c1ccc2c(=O)n(Cc3ccc4c(c3)OCO4)c(=S)[nH]c2c1)N1CCN(c2ccc(F)cc2)CC1 | -1.6 | 0.7
33 | CC1=C(C(=O)Nc2ccccc2)C(c2cccc(O)c2)n2nc(C(F)(F)F)nc2N1 (stereo not given) | -2.3 | 0.6
34 | Fc1ccc(COc2cccc(CNCc3cccnc3)c2)cc1 | 4.8 | 0.8
36 | Cc1ccc(C2CC(C(F)(F)F)n3nc(C(=O)Nc4cc(Cl)ccc4Cl)c(Cl)c3N2)cc1 (stereo not given) | 6.4 | 1.7
38 | CCc1cc(C(=O)COc2ccc(F)cc2)c(O)cc1O | -44.6 | 1.0
40 | CC1CCc2c(sc(NC(=O)c3ccccc3F)c2C(=O)NC(C)c2ccccc2)C1 (stereo not given) | -11.2 | 0.4

nr | FBW7 act | MITF primary
1 | 0.1 | -23.6
11 | -0.1 | 6.7
25 | -0.1 | -12.3
33 | 0.1 | 16.3
34 | -0.4 | 10.1
36 | 0.0 | 2.2
38 | 0.0 | -0.8
40 | 0.0 | -7.4

Screening results: PubChem, The Scripps Research Institute Molecular Screening Center
